Source: PubChem BioAssay
14-3-3 PPI: modulators of human 14-3-3 gamma - Raf peptide interaction | P61981 | FP, 14-3-3gamma / TMR-pS259-Raf peptide binding | inhibition, % at 40 µM | 160,000 compounds, 0.19% hits | AID 422; in the data active = inhibition above about 30%;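 also: 0% = protein plus tracer without compound and 100% = blank with tracer alone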
Target sequence (P61981 whole entry, looked up): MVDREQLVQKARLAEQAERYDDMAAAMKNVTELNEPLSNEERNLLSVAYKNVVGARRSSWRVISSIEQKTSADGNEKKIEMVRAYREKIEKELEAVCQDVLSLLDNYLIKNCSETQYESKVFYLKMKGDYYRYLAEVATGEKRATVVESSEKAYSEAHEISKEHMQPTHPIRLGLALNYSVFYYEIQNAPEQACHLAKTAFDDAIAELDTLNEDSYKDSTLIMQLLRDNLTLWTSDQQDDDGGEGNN
Numbers without * were called inactive; & = joins results of further samples. A portion of the library, so the mix of outcomes need not match the whole.

no.	14-3-3 PPI	smiles
1	-2	O=C(NCc1cccnc1)C(=O)Nc1ccccc1
2	-5	COC(=O)C(Sc1ccc(O)cc1OC)(C(F)(F)F)C(F)(F)F
3	2	CC1(C(=O)N(CC(=O)NC2CCCC2)Cc2ccco2)CC(=O)N=C2C=CC=CN21 (stereo unspecified)
4	0	CCOc1ccccc1C(=O)NCCCn1ccnc1
5	-2	O=c1c2cnn(-c3ccc(F)cc3)c2ncn1Cc1ccccn1
6	4	COc1ccccc1-c1noc(-c2cccnc2)n1
7	-19	Cc1ccc(C(=O)NC(Cc2c[nH]c3ccccc23)C(=O)O)o1 (stereo unspecified)
8	4	CCOC(=O)c1ccc(N2C(=O)CC(Sc3nnc(C)s3)C2=O)cc1 (stereo unspecified)
9	-6	Cc1cccc(N2C(=O)C3C4CCC(C4)C3C2=O)c1 (stereo unspecified)
10	1	Cc1ccc(-c2ccc(=O)n(CC(=O)N3CCC(C)CC3)n2)cc1
11	-149	CC(=O)c1cc2cc3c4c(c2oc1=O)CCCN4CCC3
12	-1	COc1ccc(C(=O)NCCc2cc3cc(C)c(C)cc3[nH]c2=O)cc1OC
13	-1	c1nc(NCCN2CCOCC2)c2c3c(sc2n1)CCCC3
14	-4	C=CCOc1ccc2c(C)c(CC(C)O)c(=O)oc2c1 (stereo unspecified)
15	-4	Cc1ccc(C(=O)O)cc1NC(=O)c1ccc(Cn2nc(C)c(Cl)c2C)o1
16	-2	CCOc1cc2c(cc1OCC)C1C(C(=O)N3CCN(c4ccc(OC)cc4)CC3)c3ccccc3C(=O)N1CC2 (stereo unspecified)
17	-54	Cc1c(Cl)cccc1-c1ccc(C(=O)Nc2ccc3oc(-c4ccncc4)nc3c2)o1
18	-2	CCCC12CN3CC(CCC)(CN(C1)C3c1ccccc1C)C2=O (stereo unspecified)
19	4	NCCSc1sc(=S)sc1SCCN
20	3	CN(C)S(=O)(=O)c1ccc2c(c1)c(=O)c(C(=O)N1CCOCC1)cn2C
21	3	CCOC(=O)N1CCC(NC(=O)c2cnc3n(c2=O)CCS3)CC1
22	-18	O=C(Nc1ccccc1N1CCN(C(=O)c2ccc(Cl)cc2)CC1)c1cccnc1
23	-7	Oc1ccc(Cl)cc1N=Cc1ccc(OCc2ccccc2)cc1
24	0	CCOC(=O)N1CCN(c2nnnn2-c2ccccc2)CC1
25	2	N#Cc1cnn(Cc2ccc(Cl)cc2)c1N
26	1	CC(C)C(=O)N(c1ccc2oc(=O)sc2c1)S(=O)(=O)c1cccs1
27	-2	Fc1cccc(Cl)c1CSc1nnc(COc2cccc3cccnc23)o1
28	-12	O=C(O)CN1C(=O)c2cccc3c(I)ccc1c23
29	-18	CSCCC(C(=O)Nc1cc(C)ccc1C)N1C(=O)C2C3c4ccccc4C(c4ccccc43)C2C1=O (stereo unspecified)
30	-94	CCc1ccc2oc(-c3ccc(NC(=O)CC(C)C)cc3)nc2c1
31	5	COc1cccc(N2CCN(C3CC(=O)N(c4ccc(Cl)c(Cl)c4)C3=O)CC2)c1 (stereo unspecified)
32	5	CCCCNC(=O)Cn1cnc2sc3c(c2c1=O)CCCC3
33	-13	Cc1ccc(-n2nc3c4c(cccc4c2=O)-c2ccccc2-3)cc1
34	-6	COc1ccc(-c2csc(NC(=O)c3cc(Cl)ccc3[N+](=O)[O-])n2)cc1
35	6	COC(=O)C1=C(C)NC2=C(C(=O)CCC2)C1c1cccs1 (stereo unspecified)
36	-8	COc1cc2ccccc2cc1C(=O)Nc1ccc([N+](=O)[O-])cc1C

Next part; it opens with the six that closed the last part.
no.	14-3-3 PPI	smiles
31	5	COc1cccc(N2CCN(C3CC(=O)N(c4ccc(Cl)c(Cl)c4)C3=O)CC2)c1 (stereo unspecified)
32	5	CCCCNC(=O)Cn1cnc2sc3c(c2c1=O)CCCC3
33	-13	Cc1ccc(-n2nc3c4c(cccc4c2=O)-c2ccccc2-3)cc1
34	-6	COc1ccc(-c2csc(NC(=O)c3cc(Cl)ccc3[N+](=O)[O-])n2)cc1
35	6	COC(=O)C1=C(C)NC2=C(C(=O)CCC2)C1c1cccs1 (stereo unspecified)
36	-8	COc1cc2ccccc2cc1C(=O)Nc1ccc([N+](=O)[O-])cc1C
37	-1	C=CCOC(=O)C1=C(C)Nc2nc3ccccc3n2C1c1ccc(Cl)cc1 (stereo unspecified)
38	-1&-4	COc1ccc(C(=O)Nc2ccc3oc(-c4cccc(F)c4)nc3c2)cc1OC
39	1	COc1ccc(Cn2c(=O)[nH]c3cc(C(=O)NCCc4ccccc4)ccc3c2=O)cc1
40	-21	N#Cc1c(NC(=O)c2cccc(S(=O)(=O)N3CCCCC3)c2)sc2c1CCC2
41	-21	O=C(CSc1nc2sc3c(c2c(=O)n1-c1ccccc1)CCC3)c1ccc2c(c1)OCCO2
42	-4	Cc1cc(Nc2cccc(C)c2C)n2nc(C)nc2n1
43	1	O=C(CNS(=O)(=O)c1ccc(Br)s1)NCc1ccccc1
44	-10	CCOc1ccc(/C(O)=C2\C(=O)C(=O)N(c3nnc(C)s3)C2c2ccc(Br)cc2)cc1 (stereo unspecified)
45	6&-12	Cc1cccc(N2CCN(C(=O)CCNC(=O)Cn3ccc4ccccc4c3=O)CC2)c1C
46	1&3	COc1ccc(NC(=O)N(Cc2cccnc2)Cc2ccccc2Cl)c(OC)c1
47	0	CC(NS(=O)(=O)c1ccc2c(c1)C(=O)c1ccccc1C2=O)c1ccccc1 (stereo unspecified)
48	3	O=C(Nc1ccc2nn(-c3ccc(Cl)cc3)nc2c1)c1ccc([N+](=O)[O-])cc1Cl
49	-4	COc1cccc(CN2C(=O)CCC2(C)C(=O)NC2CCCCCCC2)c1 (stereo unspecified)
50	-2	COc1cccc(C2C(=O)N(C3CCCCC3)CC(=O)N2Cc2ccco2)c1 (stereo unspecified)
51	-16	CC(=O)N1CCc2cc(S(=O)(=O)CCC(=O)N3CCN(c4ccc(Cl)cc4)CC3)ccc21
52	1	CC1(C)CC(=O)C2=C(C1)Nc1ccc3ccccc3c1C2c1ccccc1 (stereo unspecified)
53	-12	Cc1ccc2nc(-c3ccc(NC(=O)c4ccc([N+](=O)[O-])c(C)c4)cc3)sc2c1
54	-1	CCc1ccc(C2=CC(c3cccc(OC)c3OC)n3nnnc3N2)cc1 (stereo unspecified)
55	-2	Cc1ccc(C23CC4CC(CC(CN)(C4)C2)C3)cc1
56	5	CN(C(=O)COC(=O)COc1ccc(Cl)cc1)C1CCCCC1
57	-16	CCn1c(-c2nonc2N)nc2ccccc21
58	0	COc1ccccc1NC(=O)CSc1nnc(-c2ccncc2)o1
59	3	CCOc1ccc(S(=O)(=O)N(CC(=O)Nc2ccc(C)c(C)c2)c2ccccc2)cc1
60	1	CCC(=O)N1CCc2cc(S(=O)(=O)N(CCO)Cc3ccccc3)ccc21

5 records picked at random from those above:
no.	14-3-3 PPI	smiles
60	1	CCC(=O)N1CCc2cc(S(=O)(=O)N(CCO)Cc3ccccc3)ccc21
56	5	CN(C(=O)COC(=O)COc1ccc(Cl)cc1)C1CCCCC1
58	0	COc1ccccc1NC(=O)CSc1nnc(-c2ccncc2)o1
49	-4	COc1cccc(CN2C(=O)CCC2(C)C(=O)NC2CCCCCCC2)c1 (stereo unspecified)
53	-12	Cc1ccc2nc(-c3ccc(NC(=O)c4ccc([N+](=O)[O-])c(C)c4)cc3)sc2c1

Other entries:
no.	14-3-3 PPI	smiles
61	-11	COc1ccccc1Nc1ncc(C(=O)Nc2ccc(F)cc2)c2ccccc12
62	2&7	COC(=O)c1ccccc1NC(=O)CSc1nc2c(c(=O)n(C)c(=O)n2C)n1C
63	5	CCOC(=O)C1CCCN(C(=O)c2cccs2)C1 (stereo unspecified)
64	3	Cc1ccccc1NC(=O)c1scc2c1CCCC2
65	-11	Cc1ccc(C)c(-n2c3nc(=O)[nH]c(=O)c-3cc3cc([N+](=O)[O-])ccc32)c1
66	1	CCOC(=O)C(C)(C)N(Cc1ccc(Cl)cc1)S(=O)(=O)c1ccc([N+](=O)[O-])cc1
67	-8	C=CCn1c(SCc2c(C)noc2C)nc2sc(-c3ccccc3)cc2c1=O
68	2	CCN(CC)C(=O)CNS(=O)(=O)c1ccccc1N
69	-2	C=CCOn1c(=O)c(-c2ccc(OC)cc2)[n+]([O-])c2ccccc21
70	-8&-3	O=c1[nH]c2ccc(Cl)cc2c(=O)n1Cc1ccco1
71	3	CCOc1cc(S(=O)(=O)N2CCN(CC)CC2)ccc1Cl
72	-8	COc1ccc(-c2cc3nc(C)cc(NCCO)n3n2)cc1
73	-2	CN(C(=O)C1CCCN(S(=O)(=O)c2cccs2)C1)C1CCCCC1 (stereo unspecified)
74	-1	Cc1cc2ccccc2c(=O)n1CC(=O)NCC(=O)Nc1cnc2ccccc2c1
75	0	CCOC(=O)C1=C(O)CCn2c1nc1ccccc12
76	-1	CCOC(=O)C1CCN(C(=O)CCNC(=O)c2cc(OC)c(OC)c(OC)c2)CC1
77	-104	O=[N+]([O-])c1ccc(Nc2c([N+](=O)[O-])ccc3nonc23)cc1
78	-4	Cc1cc(C(=O)CSc2nnnn2C)c(C)n1CCc1ccc(F)cc1
79	1	CCOc1ccc(C2C(C#N)=C(N)Oc3n[nH]c(C)c32)cc1OC(=O)C1CC1 (stereo unspecified)
80	5	Cc1c(-n2c(SCC(=O)O)nnc2-c2ccccc2Cl)c(=O)n(-c2ccccc2)n1C
81	6	COc1ccccc1CNS(=O)(=O)c1cc(C(=O)Nc2cccc(C(F)(F)F)c2)ccc1F
82	0	CN1CCN(CC(=O)N2CCc3ccccc32)CC1
83	-4	CCOC(=O)C1CCN(C(=O)C2CCN(S(=O)(=O)c3cccc4cccnc34)CC2)CC1
84	-5	O=C1CC(c2cccs2)CC2=C1C(c1ccccc1I)Nc1ccccc1N2 (stereo unspecified)
85	-5	O=C(Nc1cc(C(=O)N2CCc3ccccc3C2)ccc1N1CC2CC(C1)c1cccc(=O)n1C2)c1ccncc1 (stereo unspecified)
86	-3	COc1cc(C(=O)c2nccc3cc(OC)c(OC)cc23)c([N+](=O)[O-])cc1OC
87	-5	COC(=O)c1cc(Br)ccc1NC(=O)c1cc(OC)c(OC)c(OC)c1
88	1	Cn1c(C(=O)NCCc2c[nH]c3ccccc23)cc2sccc21
89	-21	CC(C)(C)NCC(O)Cn1c2ccc(I)cc2c2cc(I)ccc21 (stereo unspecified)
90	1	CCC12CN3CC(CC)(CN(C1)C3c1ccccc1F)C2=O (stereo unspecified)
91	-6	Clc1cccc(-c2nnc3sc(-c4ccccc4)nn23)c1
92	4	O=C(c1cnc2n(c1=O)CCS2)N(C1CCCCC1)C1CCCCC1
93	0	COC(=O)c1ccccc1NC(=O)C1CC=CCC1C(=O)O (stereo unspecified)
94	-25	CCN(CC)c1ccc(NC(=O)C2CC3CCC2C3)cc1 (stereo unspecified)
95	-12	Cc1ccc(NC(=O)c2ccc(NC(=O)CCS(=O)(=O)c3cccs3)cc2)cc1F
96	-1	Cc1cccc2sc(NC(=O)CCC(=O)O)nc12
97	-9	O=C(NCCc1ccccc1)c1cc2nc(-c3ccc(Br)cc3)cc(C(F)(F)F)n2n1
98	-4	CCN(C(=O)Cc1c(C(=O)O)[nH]c2ccc(Cl)cc12)c1cc(OC)ccc1OC
99	-58	CC(=O)c1sc2nc(SCC(=O)N3CCCCC3)[nH]c(=O)c2c1C
100	5	O=C(NCC(=O)N(c1ccccc1)C(C(=O)NCC1CCCO1)c1ccccc1)c1ccco1 (stereo unspecified)
101	-7	CNc1nc2[nH]c(=O)cc(O)c2s1
102	-10	COc1cc(C2C(C#N)=C(N)Oc3cc(C)oc(=O)c32)ccc1OC(=O)N1CCOCC1 (stereo unspecified)
103	-16	Cc1nn(Cc2ccccc2)c(C)c1NC(=O)c1cc(-c2ccco2)on1
104	-8	O=C1CC(c2ccco2)Cc2nc(N3CCc4ccccc4C3)ncc21 (stereo unspecified)
105	-15	CCOC(=O)C1CCN(c2ncnc3c2oc2ccc(Br)cc23)CC1
106	2	CCn1c2c(c3cc(C(=O)O)ccc31)CCCC2=O
107	-11	COc1ccc(OC)c(NC(=O)Cn2cnc3ccc(S(=O)(=O)N4CCC(C)CC4)cc3c2=O)c1
108	-4	CN(C(=O)c1cccnc1)c1nc(-c2ccccc2)cs1
109	-4	COCCNc1nc2c(c(=O)n(C)c(=O)n2C)n1Cc1cccc(C)c1
110	-3	Cc1ccc(CSc2nnc(Cn3c(=O)sc4ccccc43)n2C)cc1
111	-21	Cn1cnnc1SCC(=O)N=C1NC(=O)CS1
112	-3	Nc1nc2nc(-c3ccc(Cl)cc3)cc(-c3ccccc3)n2n1
113	-10&0	CC(C)C(NC(=O)c1ccccc1)C(=O)NC1=NCCS1 (stereo unspecified)
114	-17	CCOC(=O)C1=C(C)N(C)C(=O)NC1c1cccc(O)c1 (stereo unspecified)
115	0	COc1cc(C)c(C(C)C)cc1S(=O)(=O)n1cnc(C)c1
116	-33	CC1CCc2oc3c(cc(NS(=O)(=O)c4cccs4)c4ccccc43)c2C1 (stereo unspecified)
117	-2	COc1ccccc1NC(=O)c1c(NC(=O)c2cc([N+](=O)[O-])ccc2Cl)sc2c1CCCC2
118	0	Cn1c(Cn2c(=O)sc3ccccc32)nnc1SCC(=O)N1CCCCCC1
119	7	O=C(CCNS(=O)(=O)c1ccc(Br)cc1)NCc1ccc(Cl)cc1
120	-2	Cc1ccc(-c2nnn(CC(=O)N(Cc3ccccc3)C(C(=O)NC(C)(C)C)c3ccncc3)n2)o1 (stereo unspecified)
121	-8	CCOc1ccc(NC(=O)CSc2nccn2-c2ccc(F)cc2)cc1
122	-9	COc1ccc2c(c1)CCc1c(C(=O)NC(C)c3ccccc3)noc1-2 (stereo unspecified)

Of the compounds above, 2 have a tert-butyl group.
no.	14-3-3 PPI	smiles
89	-21	CC(C)(C)NCC(O)Cn1c2ccc(I)cc2c2cc(I)ccc21 (stereo unspecified)
120	-2	Cc1ccc(-c2nnn(CC(=O)N(Cc3ccccc3)C(C(=O)NC(C)(C)C)c3ccncc3)n2)o1 (stereo unspecified)
